# SIAE inh: human SIAE inhibition, primary screen; Q9HAT2; SIAE FP-Rh probe binding, fluorescence polarization; inhibition, % at 9.66 µM; hit rate 0.69% among 370,000; AID 1053197;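 active = inhibition above a cutoff: mean of compounds within the control limits plus 3 SD of those, cut at about 17% in these data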;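 also: 0% = plate median of compound wells and 100% = probe without SIAE protein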
# Target sequence (Q9HAT2 whole entry, looked up): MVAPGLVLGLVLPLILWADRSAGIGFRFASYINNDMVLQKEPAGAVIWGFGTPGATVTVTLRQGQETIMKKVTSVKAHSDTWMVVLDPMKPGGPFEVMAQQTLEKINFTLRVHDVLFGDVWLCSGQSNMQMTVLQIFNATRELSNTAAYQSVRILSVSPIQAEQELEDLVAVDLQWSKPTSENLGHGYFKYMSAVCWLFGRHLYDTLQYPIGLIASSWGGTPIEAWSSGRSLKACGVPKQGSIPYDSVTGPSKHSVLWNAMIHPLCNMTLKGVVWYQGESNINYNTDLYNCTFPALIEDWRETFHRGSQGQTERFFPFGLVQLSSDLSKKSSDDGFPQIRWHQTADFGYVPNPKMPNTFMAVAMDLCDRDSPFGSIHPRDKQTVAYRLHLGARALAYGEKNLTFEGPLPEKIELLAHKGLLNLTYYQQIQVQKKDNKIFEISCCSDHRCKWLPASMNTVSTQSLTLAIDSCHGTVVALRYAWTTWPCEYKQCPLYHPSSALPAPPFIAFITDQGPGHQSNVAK
# TCR CD3 inh: inhibitors of human TCR-CD3 interaction. TAMRA-labeled TCR probe fluorescence, biochemical. inhibition, % at 9.4 µM. hit rate 0.37% among 360,000; in the data active = inhibition above about 19%;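 also: recombinant mutant TCR 2C K166C tagged with TAMRA read by polarization; 0% = receptor in buffer alone and 100% = receptor with positive control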
# MBD2 DNA inh: blocks human MBD2 binding to methylated DNA | TR-FRET, MBD2 binding to methylated oligonucleotide | Q9UBB5 | inhibition, % at 4.4 µM | hit rate 0.31% among 370,000; in the data active = inhibition above about 13%
# UHRF1 binding: human UHRF1 methylated DNA binding inhibitors | UHRF1 binding to methylated oligo, TR-FRET | inhibition, % at 4.4 µM | hit rate 0.75% among 370,000; in the data active = inhibition above about 21%;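 also: UHRF1 SRA domain binding a hemimethylated CpG hairpin DNA probe; 0% = median of test compound wells and 100% = reference inhibitor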
# TDP2 inh: blocks human TDP2 phosphodiesterase activity. O95551. recombinant TDP2, T5PNP hydrolysis, p-nitrophenol absorbance 415 nm. inhibition, % at 12.8 µM. hit rate 0.34% among 370,000;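 active = inhibition above the mean of all tested compounds plus 3 SD, set per campaign, cut at about 25% in these data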;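 also: 0% = DMSO with enzyme and 100% = buffer with substrate but no TDP2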
#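 Incubation: 2 h at 37 °C; Test system: recombinant human TDP2; Quantity: enzyme 120 nM; Read-out basis: percent inhibition; Medium: 50 mM Tris-HCl pH 7.5 with Mg2+, KCl, DTT, BSA; Repeats: single replicate; Compound: 12.8 µM single point, 1% DMSO; Signal: epi absorbance; Reagent: 5 mM T5PNP chromogenic substrate; Benchmarks: no-enzyme high, DMSO-plus-enzyme low.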
# PRMT1 FP inh: inhibitors of human PRMT1. Q99873. recombinant PRMT1, activity-based probe fluorescence polarization. inhibition, % at 2.79 µM. hit rate 1.3% among 370,000;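 active = inhibition above about 21% made by adding two undisclosed values, limit read from the data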
# LEDGF integ inh: blocks HIV-1 LEDGF/p75-dependent DNA integration; TR-FRET IN-LEDGF/p75 DNA integration, Eu/Cy5; AID 743269; inhibition, % at 3.7 µM; hit rate 0.64% among 370,000;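 active = inhibition above the screen-wide mean plus 3 SD, cut at about 13% in these data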;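 also: signal is the Cy5 over europium emission ratio at 671 and 618 nm; 0% = plate median of compound wells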
# Tn7 DDE FP: inhibitors of Tn7 peptide binding to human fibrin DD(E). P02675. FP displacement of FITC-Tn7 peptide from fibrin DD(E); 0% = median of compound wells per plate. inhibition, % at 8.3 µM. hit rate 0.13% among 370,000. AID 720508;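 active = inhibition above the mean of compounds falling within the control limits plus 3 SD of them, cut at about 14% in these data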;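 also: 0% = plate median of compound wells and 100% = 10 µM Aha-Tn7 peptide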
#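 Test system – human fibrin DD(E) · Times – 10 min preincubation, 3 h with tracer, room temperature · Detection – fluorescence polarization of the labelled Tn7 tracer · Measure – percent inhibition normalized to high-control wells · Benchmarks – high control wells with 10 µM unlabelled Aha-Tn7 peptide (full inhibition) · Repeats – singlicate testing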
# KLK7 zymogen act: activates the human kallikrein-7 zymogen; hit rate 0.9% among 370,000; purified proKLK7, EDANS-DABCYL substrate fluorescence; 100% is mature enzyme control, 0% vehicle; P49862; activation, % at 7 µM;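 active = activation above the mean of all tested compounds plus 3 SD, computed per campaign excluding outliers beyond control limits, cut at about 13% in these data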
# Target sequence (P49862 whole entry, looked up): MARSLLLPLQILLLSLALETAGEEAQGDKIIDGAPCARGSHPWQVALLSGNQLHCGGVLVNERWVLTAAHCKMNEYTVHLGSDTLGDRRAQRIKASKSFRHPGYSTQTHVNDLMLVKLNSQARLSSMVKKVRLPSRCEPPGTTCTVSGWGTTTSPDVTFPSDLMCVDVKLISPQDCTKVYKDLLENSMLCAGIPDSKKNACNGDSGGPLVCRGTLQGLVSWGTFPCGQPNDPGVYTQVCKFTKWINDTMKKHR
# DDE Tn6 FP inh: inhibitors of Tn6 peptide binding to human fibrin DD(E). P02675. Fibrin DD(E) TRITC-Tn6 fluorescence polarization displacement. inhibition, % at 8.3 µM. hit rate 0.21% among 370,000. AID 720509;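 active = inhibition above a per-campaign cutoff: mean of compounds within control limits plus 3 SD, cut at about 15% in these data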;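 also: 0% = median of all compound wells on the plate and 100% = blocking peptide control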
# The depositor's hits bear a star; x = not tested or not shown.
SMILES,SIAE inh,TCR CD3 inh,MBD2 DNA inh,UHRF1 binding,TDP2 inh,PRMT1 FP inh,LEDGF integ inh,Tn7 DDE FP,KLK7 zymogen act,DDE Tn6 FP inh
COc1cc(C2CC(=O)N(CC(=O)NCc3ccco3)c3ccccc3S2)cc(OC)c1OC (stereo not given),3,1,6,1,-5,0,-3,0,0.1,1
CCCCOc1ccc(/C=N/NC(=O)c2nnn(-c3nonc3N)c2CN2CCCCCC2)cc1,-1,1,-5,-4,-3,-1,-1,8,-0.3,1
CCCNC(=O)C1(C)CCCN(C(=O)Cc2cccc(OC)c2)C1 (stereo not given),4,-5,4,5,14,1,-4,4,-0.3,-2
CC(C)(C)NC(=O)C(c1ccc(F)cc1)N(Cc1ccco1)C(=O)c1csnn1 (stereo not given),-1,-1,-3,0,-5,-2,1,2,-0.5,4
Cc1cc(C(=O)N2CCCC(N3CCN(c4ccccc4C)CC3)C2)no1 (stereo not given),6,-5,0,-1,8,1,-3,-2,-0.8,-5
CC(C)(OC(=O)c1ccc(F)cc1)c1cc2ccccc2c(=O)o1,-1,1,-5,2,-1,-1,-1,-7,0.2,3
Cc1ccc(C2=NS(=O)(=O)N(C)C(C(=O)N(C)C3CCCCC3)=C2)cc1,0,-10,0,1,3,2,0,-5,0.7,5
CCOc1ccccc1-n1c(SCC(=O)NC2CCCC2)nnc1-c1ccoc1C,4,2,1,-1,2,-2,1,4,0.2,5
CCC(=O)Nc1ccc(NC(=O)CSc2nnc(-c3ccco3)n2CC)cc1,-4,-4,0,1,-4,3,-3,-4,0.1,5
COc1ccc(CCCNC(=O)C2Cc3c(-c4cccc(C(C)=O)c4)ccnc3O2)cc1 (stereo not given),5,-1,0,-1,-2,0,-4,3,0.3,-1
COCCn1c(SCC(=O)NCC2CCCO2)nc2c([nH]c3ccccc32)c1=O (stereo not given),-2,7,-1,0,-3,-1,-4,3,-0.3,1
CCCCCC(=O)Nc1cc(N(C)C)nc2ccccc12,0,2,2,-1,7,-3,2,-1,1.0,3
CCOC(=O)C1CCCN(C(=O)c2cc(Nc3ccc(OC)cc3)nc3ccccc23)C1 (stereo not given),4,-2,-3,-1,1,0,3,-1,-0.3,-1
COc1cc(Cl)ccc1OC1(C)CCN(Cc2c(F)cccc2F)C1 (stereo not given),-2,-1,1,-1,0,-2,-1,5,-0.6,-4
CC(NC(=O)COC(=O)CCC(=O)c1ccc(F)cc1)c1ccccc1 (stereo not given),-6,6,-2,0,6,-2,3,2,-0.2,5
COc1ccccc1C(=O)NCCN=C1NS(=O)(=O)c2ccccc21,-1,7,4,1,-11,-5,4,-7,0.4,-3
O=C(NC(=S)N1CCCC1)c1ccccc1F,-1,2,-6,1,-7,-4,1,-1,-0.6,-4
Cc1ccc(S(=O)(=O)NCC(=O)N/N=C/c2ccc(Cl)cc2)cc1,-6,-10,2,5,-15,3,-2,-5,-0.2,5
CC(C)NC(=O)c1ccc(-n2nc(C(F)(F)F)c3c2CCCC3)cc1,-5,0,2,1,-1,1,1,0,-0.6,0
CCOC(=O)c1cc(NC(=O)N2CCOCC2)c(C)nc1C,0,1,2,1,8,4,4,-4,-1.4,3
CC1CCCCN1CCNC(=O)c1cc2c(=O)n(C)c3ccccc3c2n1C (stereo not given),4,5,6,3,4,-1,0,5,0.6,-3
CC(/C=C1\SC(=S)N(CCC(=O)Nc2nc(C)cs2)C1=O)=C\c1ccccc1,-6,4,-3,2,4,0,0,4,-0.3,-1
Cc1nc(-c2cccnc2)sc1C(=O)Nc1ccc(Cl)cc1,0,3,5,1,2,-2,-1,10,-0.4,-1
COc1ccc(S(=O)(=O)Nc2cc([N+](=O)[O-])ccc2OC)cc1,3,1,-1,-1,-2,-2,-1,0,-0.4,3
Cc1cc(=O)oc2cc(OCC(=O)OC(C)C(=O)NC3CCCC3)ccc12 (stereo not given),9,4,-2,0,-3,-1,2,2,1.9,3
CCOC(=O)C1C(=O)CC(C)(O)C(C(=O)OCC)C1c1ccc(N(CC)CC)cc1 (stereo not given),2,-1,3,0,-3,0,0,2,-0.2,1
O=C(Nc1ccc(Cl)cc1)NN1CCCCCC1,0,1,-4,0,5,0,0,4,-0.4,-2
Cc1cc(C(=O)NN)c(C)o1,-2,-5,3,1,5,-2,-1,-1,0.0,-8
Cn1cnc([N+](=O)[O-])c1S(=O)(=O)c1cccc(Cl)c1,6,2,0,12,3,14,-3,5,0.6,-2
NNC(=S)Nc1cccc(-c2n[nH]c(=S)o2)c1,0,-1,1,1,1,34*,-5,4,-0.4,5
Oc1c(C=Nc2cccc3cccnc23)sc2ccccc12,-3,29*,-15,-13,12,31*,0,-44,-0.4,10
COc1ccc(NC(=O)CN(C)C(=O)c2ccc(COc3ccccc3)o2)cc1,5,6,2,2,0,-3,8,3,0.8,5
COC(=O)c1ccc(Cl)c(-c2ccc(/C=N/NC(=O)Nc3ccccc3)o2)c1,-4,7,-2,-2,-10,-1,-5,-3,-0.3,9
CC1CN(Cc2nc3ccccc3c(=O)[nH]2)CC(C)O1 (stereo not given),0,-2,3,-2,8,-1,0,10,0.1,-1
Oc1c(N=NC(=S)Nc2ccccc2F)c2ccccc2n1Cc1ccc(Cl)cc1,-1,-9,7,3,1,3,-3,1,0.2,-2
O=C1c2cccnc2C(=O)N1Cc1ccc2c(c1)OCO2,-3,-2,-2,-2,3,0,-2,5,0.2,0
Cc1ccc(OCC(=O)NCc2cccs2)c([N+](=O)[O-])n1,2,13,-1,-2,-5,3,2,-2,0.6,-4
CN1C(=O)[C@H]2[C@@H](c3ccccc3)N[C@]3(CCCN(Cc4ccco4)C3=O)[C@H]2C1=O,5,3,3,0,-3,4,4,6,0.4,0
CCC(C)(C)NC(=O)CN(C(=O)CCC(=O)Nc1nccs1)c1cccc(C)c1,-5,2,1,1,2,-4,-1,-4,0.7,3
CCN(CC(=O)NCc1ccccn1)S(=O)(=O)c1ccc(OC)cc1,3,2,3,2,-3,1,2,-4,0.1,2
COc1ccc(NC(=O)c2cc(-c3sc(NC(=O)c4ccccc4)nc3C)n(-c3ccc(Br)cc3)n2)cc1,-15,-6,5,7,2,0,-1,4,0.1,2
COCCCNC(=O)C[C@H]1C[C@H](C(=O)N2CCCCC2)[C@@]2(CCc3ccccc3)c3[nH]c4ccc(Cl)cc4c3CCN2C1=O,-7,-6,-1,-2,4,-1,-1,4,0.2,1
Cc1ccc(O)c(N=Nc2ccc(S(=O)(=O)N3CCOCC3)cc2)c1,0,2,-5,-3,9,2,0,4,0.2,4
COC(=O)c1cccc(NC(=O)CN2CCc3ccccc3C2)c1,-5,-1,0,1,-7,0,5,-9,0.4,0
NS(=O)(=O)c1ccc(NCCCn2ccnc2)c([N+](=O)[O-])c1,14,-1,-10,-4,1,-4,-4,3,-0.2,-5
C/C(CC(=O)Nc1cccc(Cl)c1Cl)=N\NC(=O)c1ccccc1Br,8,-4,1,1,-4,2,-1,-10,0.1,-2
Cc1cnc(NC(=O)CSc2nnc(-c3ccc(Cl)cc3Cl)n2N)s1,3,-9,1,1,-2,3,1,-5,0.2,-1
Cc1ccccc1C(=O)c1cccn1CC(=O)NCCN1CCN(c2cccc(C)c2C)CC1,1,-10,-2,4,-13,-3,5,9,-0.2,0
Cc1cc(NS(=O)(=O)c2ccc(NC(=O)Nc3ccc4c(c3)OCO4)cc2)no1,14,6,5,-2,-9,1,-1,2,0.0,-7
CC(Oc1ccc(Cl)cc1)c1ccc(C#N)c(=O)[nH]1 (stereo not given),-3,2,-2,4,-10,1,-1,-5,-0.5,0
COc1ccc(S(=O)(=O)NCCc2ccc(F)cc2)cc1,-3,6,5,-3,2,1,2,2,0.0,13
Cn1c(=O)[nH]c(=O)c2c1nc(N1CCCCC1)n2CC(O)CN1CCCCC1 (stereo not given),2,2,-5,1,1,0,-1,-3,-0.3,0
Cc1nc(N)nc(-c2ccccc2O)n1,-4,10,-5,0,-5,-1,-2,-9,0.1,-6
Cc1onc(-c2ccccc2)c1C1=N/C(=C\c2ccccc2F)C(=O)O1,-5,-2,-4,-2,10,-1,-2,-1,-0.5,3
CCCCn1c(-c2sccc2C)n[nH]c1=S,6,3,0,-1,4,-1,-2,-2,-0.7,-1
O=C(O)CCC(=O)Nc1ccccc1C(=O)N1CCN(c2ccc(Cl)cc2)CC1,-4,2,2,0,-12,-3,1,-5,-0.1,7
Cc1c2c(nc3nc4ccccc4n13)CC(C)(C)CC2=O,-5,-1,3,8,-2,-1,4,-6,0.3,-2
COc1ccc([C@@H]2C[C@H]3[C@@H](CN2S(=O)(=O)c2ccccc2)C(=O)C[C@@H](c2ccc(OC)cc2)N3S(=O)(=O)c2ccccc2)cc1,-9,1,0,-2,6,-1,0,-17,-0.1,-11
CC1(C(=O)NCC2CCOCC2)Cc2c(-c3cccc(C(N)=O)c3)ccnc2O1 (stereo not given),-7,2,-2,1,10,-3,3,-8,0.0,8
Cc1cc(C)n(-c2ccc(C(=O)N3CCN(S(=O)(=O)c4ccc(Cl)cc4)CC3)cc2)n1,-5,0,5,6,-2,-4,2,-3,0.1,1

# Structures shown so far that contain an aryl thioether with sulfur outside any ring:
SMILES,SIAE inh,TCR CD3 inh,MBD2 DNA inh,UHRF1 binding,TDP2 inh,PRMT1 FP inh,LEDGF integ inh,Tn7 DDE FP,KLK7 zymogen act,DDE Tn6 FP inh
CCOc1ccccc1-n1c(SCC(=O)NC2CCCC2)nnc1-c1ccoc1C,4,2,1,-1,2,-2,1,4,0.2,5
CCC(=O)Nc1ccc(NC(=O)CSc2nnc(-c3ccco3)n2CC)cc1,-4,-4,0,1,-4,3,-3,-4,0.1,5
COCCn1c(SCC(=O)NCC2CCCO2)nc2c([nH]c3ccccc32)c1=O (stereo not given),-2,7,-1,0,-3,-1,-4,3,-0.3,1
Cc1cnc(NC(=O)CSc2nnc(-c3ccc(Cl)cc3Cl)n2N)s1,3,-9,1,1,-2,3,1,-5,0.2,-1

# More records.
SMILES,SIAE inh,TCR CD3 inh,MBD2 DNA inh,UHRF1 binding,TDP2 inh,PRMT1 FP inh,LEDGF integ inh,Tn7 DDE FP,KLK7 zymogen act,DDE Tn6 FP inh
O=C(NCCN1CCOCC1)c1ccccc1[N+](=O)[O-],1,0,-6,2,-1,-2,0,1,0.5,-8
C=CCCC(=O)N[C@H]1CC[C@@]23CCCN2C(=O)CCC[C@H]3[C@H]1CCC,-9,x,0,2,-6,-2,-1,-2,x,9
COc1ccc(Cn2c(N)c(S(=O)(=O)c3cccs3)c3nc4ccccc4nc32)cc1,-1,5,4,1,1,2,3,1,1.3,-2
COc1cccc(NC(=O)c2ccn(C)n2)c1,-7,4,-4,0,-4,-2,2,-7,0.7,5
COc1ccc(CCNC(=O)COc2ncnc3cc([N+](=O)[O-])ccc23)cc1,5,0,-3,-2,9,1,4,2,0.4,8
